RmlCD inh 1536: blocks M. tuberculosis RmlC and RmlD coupled enzymes; inhibition, % at 3.6 µM; RmlC+RmlD coupled enzyme assay, percent inhibition; primary screen in compound mixtures; P9WH09+P9WH11; AID 1533; hit rate 0.03% among 160,000; in the data active means inhibition mostly above about 34%, no sharp cut-off; further: some results filed as inactive read as strong as hits
Target sequence (P9WH09 whole entry, looked up): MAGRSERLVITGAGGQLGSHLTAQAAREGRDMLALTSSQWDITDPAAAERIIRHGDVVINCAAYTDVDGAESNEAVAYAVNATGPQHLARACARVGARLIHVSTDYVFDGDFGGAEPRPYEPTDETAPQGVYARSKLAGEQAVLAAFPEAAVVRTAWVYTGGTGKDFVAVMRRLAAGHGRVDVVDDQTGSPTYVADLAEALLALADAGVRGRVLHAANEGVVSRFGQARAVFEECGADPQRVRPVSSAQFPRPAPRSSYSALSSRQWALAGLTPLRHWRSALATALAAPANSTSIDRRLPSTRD
Target sequence (P9WH11 whole entry, looked up): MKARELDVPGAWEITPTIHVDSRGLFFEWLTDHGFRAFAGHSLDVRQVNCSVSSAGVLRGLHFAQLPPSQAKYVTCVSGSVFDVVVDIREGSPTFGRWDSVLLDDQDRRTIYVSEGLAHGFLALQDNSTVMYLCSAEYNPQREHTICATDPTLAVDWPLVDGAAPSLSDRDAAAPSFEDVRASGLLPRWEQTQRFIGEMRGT
M. tuberculosis GlmU: inhibition of mycobacterial GlmU enzyme – biochemical, glucosamine-1-phosphate acetyltransferase (AID 1376); M. tuberculosis GlmU acetyltransferase enzyme assay; higher % means a stronger effect; one-dose inhibition, %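 (tested at 30 µM in the primary screen)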; IC50 in µM for titrated hits; hit rate 0.25% among 220,000; in the data active means inhibition above about 13%;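 further: 0% = complete reaction with vehicle and 100% = reaction without substrate; strong numbers were not always called active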
* hit, by the source's call; · = not tested or not shown.

The line under a structure holds: RmlCD inh 1536, M. tuberculosis GlmU
O=C(N/N=C/C=C\c1ccco1)c1cccnc1
 : -8.5, 3.8%
COC(=O)C1C(O)=C(C=Nc2ccc3ccccc3c2)C(=O)CC1(C)C (centres undefined)
 : -10.5, 5.2%
O=C(NNc1nc2ccccc2s1)Nc1ccc(Cl)c(Cl)c1
 : 4.3, -4.4%
CC(C)NC(=O)NC(=O)COc1c(F)c(F)cc(F)c1F
 : 10.7, -5.0%
CCN(CC)CCCN(Cc1cc2ccc(C)c(C)c2[nH]c1=O)C(=O)NC1CCCCC1
 : -4.5, 5.8%
COc1ccc(-c2c(C(=O)O)nc3ccccc3c2C(=O)O)cc1
 : ·, -1.6%
Cc1csc(/C(C#N)=N/O)n1
 : ·, -1.2%
CC1CCCCC1NC(=S)Nc1ccc(SC(F)F)cc1 (centres undefined)
 : -5.1, 1.9%
O=S(=O)(c1ccccc1)N(CC1CO1)c1cccc2ccccc12 (centres undefined)
 : 1.3, -2.6%
CCN(CC)S(=O)(=O)c1ccc(C)c(NC(=O)/C=C/c2cccs2)c1
 : 2.6, -3.3%
O=c1[nH]c2cc(Cl)ccc2c(O)c1-c1cccc(Oc2ccccc2)c1
 : ·, 3.7%
CCc1nn(C(C)C(=O)Nc2cccc(C)c2C)c(=O)c2cc3occc3n12 (centres undefined)
 : -7.0, -6.2%
O=C1c2ccccc2S(=O)(=O)N1CC(O)COc1ccc(Cl)cc1 (centres undefined)
 : ·, -5.5%
COC(=O)C1=C(c2cc3ccccc3s2)C[C@@H]2CC[C@H]1N2C(=O)NCc1cccc2ccccc12
 : ·, -4.2%
CC(C)(C)c1ccc(OCCCC(=O)NC2=NCCS2)cc1
 : ·, -4.8%
c1ccc(C2CC3CC(c4ccccc4)N2O3)cc1 (centres undefined)
 : ·, -5.7%
COc1cccc(NC(=O)COC(=O)c2ccc(S(=O)(=O)NCc3ccco3)cc2)c1
 : ·, 4.3%
Cc1nn(C(C)C(=O)NCc2ccco2)c(C)c1[N+](=O)[O-] (centres undefined)
 : -4.1, 3.6%
CC1CCCC(C)N1/N=C/c1ccccc1C(=O)O (centres undefined)
 : 3.2, -2.0%
O=C(Nn1c(C2CCCCC2)nc2ccccc2c1=O)c1ccc([N+](=O)[O-])cc1
 : -4.3, -2.4%
Cc1c(N(CC(=O)O)S(=O)(=O)c2ccccc2)c(=O)n(-c2ccccc2)n1C
 : -9.9, 3.3%
CC(C)Cc1nnc(NC(=O)CCC(=O)N2CCN(c3ccccn3)CC2)s1
 : ·, 6.2%
COc1ccccc1N1CCN(C(=O)c2ccc(S(=O)(=O)N3CCCCCC3)cc2)CC1
 : 9.8, 0.6%
Cc1csc(NC(=O)CSc2nnc(-c3ccncc3)n2C)n1
 : ·, 0.0%
O=C(c1cc(-c2ccncc2)nc2ccc(Br)cc12)N1CCN(c2ccccn2)CC1
 : ·, 3.5%
COC(=O)COc1ccc(S(=O)(=O)Nc2ccc(C(N)=O)cc2)cc1
 : -5.6, 6.0%
CC1CCN(CCC(=O)N/N=C/c2ccc([N+](=O)[O-])cc2)CC1
 : 1.6, 4.0%
COc1ccc(CSc2nnc(C)s2)cc1F
 : -5.3, -3.1%
O=C1c2cc(S(=O)(=O)NCCO)ccc2-c2ccc(S(=O)(=O)NCCO)cc21
 : ·, 2.0%
CCOc1ccccc1C1C(C#N)=C(N)Nc2onc(-c3ccccc3)c21 (centres undefined)
 : ·, 0.3%
Cc1ccccc1NC(=O)c1cccc(N2C(=O)C3C4CCC(C4)C3C2=O)c1 (centres undefined)
 : ·, -2.7%
Cc1ccc(OCCNC(=O)C2CCCCC2)cc1
 : 5.0, -2.4%
CC1CCCCC1NC(=O)/C(C#N)=C/c1ccc(F)c(F)c1 (centres undefined)
 : 2.0, -3.1%
O=CNCC(=O)NC1CCCCCC1
 : 4.0, 2.6%
Cc1cccc(NS(=O)(=O)c2ccc(C3CCCCC3)cc2)c1
 : -1.8, -1.2%
COc1ccc(C2=Nn3c(nnc3-c3cc(C)[nH]n3)SC2)cc1
 : 7.1, 6.4%
O=C(O)C(C/C(=N/O)c1ccc(Br)cc1)P(=O)(c1ccccc1)c1ccccc1 (centres undefined)
 : ·, 1.0%
CCN(CC)S(=O)(=O)c1ccc(Cl)c(C(=O)NC2CCCC2)c1
 : 3.6, 4.6%
O=C(C1CCN(Cc2ccc(OCc3ccccc3)cc2)CC1)N1CCCC1
 : -4.5, 6.7%
Fc1cccc(NC(=S)N2CCCCC2)c1
 : 21.5, 5.0%

Complete entries from above. Order of values: RmlCD inh 1536	M. tuberculosis GlmU
Record of `O=CNCC(=O)NC1CCCCCC1` : 4.0	2.6%
Record of `O=C1c2cc(S(=O)(=O)NCCO)ccc2-c2ccc(S(=O)(=O)NCCO)cc21` : ·	2.0%

New compounds follow
The line under a structure holds: RmlCD inh 1536, M. tuberculosis GlmU
O=C(NNC(=S)Nc1ccccc1)c1cccs1
 : ·, 7.9%
CCSc1nc2ccccc2n1CC(=O)N1CCCCC1
 : -10.2, 3.0%
CCN(CC)S(=O)(=O)c1cc(C(=O)OCC(=O)Nc2cccc(S(=O)(=O)N(C)C)c2)ccc1F
 : ·, 0.6%
CCCCNC(=O)OC1CCS(=O)(=O)C1 (centres undefined)
 : 103.7, 2.9%
COc1ccc2c(c1)nc(NCCO)n2C
 : -13.7, 6.3%
COc1ccc(-n2nc([N+](=O)[O-])c(=NCCc3ccc(C)cc3)n2O)cc1
 : -1.2, -6.9%
O=C(/C=C\c1cn(-c2ccccc2)nc1-c1cccs1)N1CCOCC1
 : ·, -1.1%
Cn1cc(SCC(=O)N2CCN(c3ccccc3)CC2)c2ccccc21
 : 8.5, ·
CC1=C(C(=O)OC(C)C)[C@]2(C(=O)N(CC(N)=O)c3ccccc32)C(C#N)=C(N)O1
 : -41.9, -1.5%
Cc1nc2ccccc2n2c(O)c(CC(=O)O)cc12
 : 4.2, -0.6%
CCn1c(SCCOc2ccc(OC)cc2)nnc1C(CO)NC(=O)c1ccc(OC)cc1 (centres undefined)
 : 8.4, 6.7%
COc1cccc(CC(C(=O)Nc2cc(C)ccc2C)c2nn[nH]n2)c1OC (centres undefined)
 : 49.1, 4.4%
CN(Cc1nc(-c2cccs2)no1)CC(O)c1ccccc1 (centres undefined)
 : ·, 0.2%
O=C1c2ccccc2C(=O)N1CCCCn1c(=O)oc2ccccc21
 : 11.4, 4.8%
CCOC(=O)c1ccc(CNC(=O)c2n[nH]c(=O)c3ccccc23)o1
 : ·, 2.4%
Cc1ccc(NC(=O)Cc2nnc(SCC(=O)c3ccc(Br)cc3)n2C)cc1
 : 5.5, 1.5%
Cn1cc(Br)c(C(=O)NC(=S)Nc2ccc(S(N)(=O)=O)cc2)n1
 : 18.6, -1.9%
CC(C)OC(=O)Nc1ccc(Oc2c(F)c(F)c(F)c(F)c2F)cc1
 : ·, 2.3%
Cc1noc(C)c1CSc1nnc2cc(C)c3ccccc3n12
 : ·, 2.0%
CCCc1nc(N2CCCC2)c(C#N)c2c1CCCC2
 : 7.0, -4.5%
CSc1ccc(NC(=O)Nc2cccn(Cc3ccccc3F)c2=O)cc1
 : -6.7, 9.2%
CC(NC(=O)CCCCCCN1C(=O)c2ccccc2C1=O)c1ccc2c(c1)CCCC2 (centres undefined)
 : ·, 0.3%
O=c1[nH]c(=O)n(CCc2ccc(F)cc2)c(O)c1C=NCCCn1ccnc1
 : -6.9, 2.3%
CC1CCN(S(=O)(=O)c2ccc3c(c2)c(=O)c(C(=O)NC2CCCC2)cn3C)CC1
 : ·, -1.2%
O=c1oc2ccccc2c(O)c1CN1CCCCC1
 : 5.0, 6.4%
CCNC(=S)N(Cc1ccco1)Cc1cc2cc(OCC)ccc2[nH]c1=O
 : ·, 6.3%
N/C(=N\OC(=O)c1ccc(OCC(F)(F)F)nc1)c1ccc(Cl)cc1
 : -10.7, 1.2%
CC(C)(C)C1CCC2(CC1)C(C#N)=C(SCC(=O)Nc1ccccc1)NC(=O)C2C#N (centres undefined)
 : ·, -2.7%
Cc1ccc(NC(=O)CSc2nc(C)c(C)c(C)n2)c([N+](=O)[O-])c1
 : 1.0, -3.2%
COC(=O)c1ccc(C(=O)OC)c(NC(=O)C(C)(C)C)c1
 : 9.5, 3.1%
Cc1ccc2c(c1)cc(CN(Cc1ccc3c(c1)OCO3)C(=O)c1cnccn1)c1nnnn12
 : 94.4, 1.7%
CCOC(=O)CCCCC(=O)c1[nH]c(=O)[nH]c1Cn1ccnc1
 : 4.9, 5.9%
O=C(Cn1nc(Cc2cccnc2)c2ccccc2c1=O)NCC1CCCO1 (centres undefined)
 : -7.1, -1.3%
COc1cccc(OCC(O)CN2CCN(CCN3C(=O)c4cccc5cccc(c45)C3=O)CC2)c1 (centres undefined)
 : 1.5, -4.6%
CC[C@H](C)[C@@H]1NC(=O)c2cc([N+](=O)[O-])cc(F)c2NCCCC[C@@H](C(N)=O)NC(=O)[C@H](CC(N)=O)NC1=O
 : ·, -5.2%
CCCN(CC1CC1)S(=O)(=O)c1ccc(-n2cnnn2)c(OC)c1
 : 7.6, 1.0%
CCNC(=O)COC(=O)CCNC(=O)c1cccc(C)c1
 : -4.6, 3.4%
CCOC(=O)/C(C#N)=C1/C=CN(c2ccc(C)cc2)C=N1
 : 2.7, 0.0%
Cc1cnc([N+](=O)[O-])n1CCOC(=O)NC(=O)c1ccc(F)cc1
 : -9.3, -8.6%
Cc1cc(C)n2nc(SCC(=O)N/N=C/c3ccccc3F)nc2n1
 : ·, 7.2%
CCCC1=NN(C(=O)C(=O)Nc2ccc(Br)cc2)C(O)(C(F)(F)F)C1 (centres undefined)
 : 8.1, 2.4%
C=CCn1c(SCc2ccc(Cl)c(Cl)c2)nnc1C(CO)NC(=O)c1ccc(OC)cc1 (centres undefined)
 : ·, 2.9%
COCCOC(=O)N/C=C\c1nc2ccccc2c(=O)[nH]1
 : ·, 6.9%
O=C1CC(N2CCN(Cc3ccc4c(c3)OCO4)CC2)C(=O)N1Cc1ccc(N2CCCC2=O)cc1 (centres undefined)
 : -0.7, -1.5%
Cc1nn(C)c(C)c1CNC(=O)Nc1ccc(Cl)cc1
 : -3.0, -1.3%
Cc1onc(-c2c(F)cccc2Cl)c1C(=O)NC1CCSC1=O (centres undefined)
 : -7.6, -3.5%
COc1cc(C(=O)NC2CCN(Cc3nnnn3Cc3cccs3)CC2)cc(OC)c1OC
 : 5.7, -0.9%
N#CC(c1ccccc1O)N1N=C(c2ccccc2)CC1c1ccccc1 (centres undefined)
 : 6.3, -3.1%
N#Cc1c(N2CCN(C(=O)c3ccco3)CC2)nc(-c2ccccc2)c2c1CCCC2
 : -3.8, -1.9%
Cc1cc(N2CCN(c3ccccc3)CC2)nc(-n2nc(C)cc2C)n1
 : -9.1, -4.5%
COc1ccc(CCNC(=O)c2ccc(-c3ccc([N+](=O)[O-])cc3Cl)o2)cc1
 : 2.1, -4.2%
COc1ccc(OC)c(-n2c(-c3cccc(C)c3)n[nH]c2=S)c1
 : 7.5, -0.4%
CCN(CC)C(=O)c1ccc(C(=O)c2c(C)cc(C)cc2C)cc1
 : ·, -3.0%
COc1ccc(NC(=O)Nc2cccs2)cc1OC
 : 0.0, 4.4%
CCOc1ccccc1-c1nnc(SCC(=O)Nc2ccccc2)o1
 : 11.0, 3.2%
CC(OC(=O)CCCOc1ccccc1)C(=O)NC(N)=O (centres undefined)
 : ·, 0.5%
Cc1cc2c(cc(C(=O)NCCCN3CCOCC3)n2Cc2ccc(Cl)cc2)o1
 : -8.6, 0.0%
[O-][n+]1onc2c1C(N1CCOCC1)CCC2N1CCOCC1 (centres undefined)
 : ·, 1.8%
CN(Cc1nc(-c2ccccn2)no1)S(=O)(=O)c1ccc(Br)cc1
 : -5.7, 6.6%
COC(=O)c1ccc(CSc2nc3c(cnn3-c3ccccc3)c(=O)[nH]2)o1
 : -9.3, 5.7%

3 compounds drawn at random from those above:
The line under a structure holds: RmlCD inh 1536, M. tuberculosis GlmU
C=CCn1c(SCc2ccc(Cl)c(Cl)c2)nnc1C(CO)NC(=O)c1ccc(OC)cc1 (centres undefined)
 : ·, 2.9%
O=C(NNc1nc2ccccc2s1)Nc1ccc(Cl)c(Cl)c1
 : 4.3, -4.4%
Cc1nc2ccccc2n2c(O)c(CC(=O)O)cc12
 : 4.2, -0.6%

As entered above:
Under M. tuberculosis GlmU, O=C(Nn1c(C2CCCCC2)nc2ccccc2c1=O)c1ccc([N+](=O)[O-])cc1 has -2.4%
Under M. tuberculosis GlmU, COc1cc(C(=O)NC2CCN(Cc3nnnn3Cc3cccs3)CC2)cc(OC)c1OC has -0.9%
Under M. tuberculosis GlmU, CCOc1ccccc1C1C(C#N)=C(N)Nc2onc(-c3ccccc3)c21 (centres undefined) has 0.3%
Under M. tuberculosis GlmU, Cc1cc(C)n2nc(SCC(=O)N/N=C/c3ccccc3F)nc2n1 has 7.2%
Under M. tuberculosis GlmU, O=c1oc2ccccc2c(O)c1CN1CCCCC1 has 6.4%

Additional entries follow.
The line under a structure holds: RmlCD inh 1536, M. tuberculosis GlmU
CCc1ccc(/C=C2/C(=O)N(CC)C(=S)N2C)s1
 : 9.7, -10.5%
O=C(CSCc1c(Cl)cccc1Cl)Nc1cccnc1
 : 7.4, 1.6%
CCCCCNc1nc(-c2ccccc2)cs1
 : 8.1, -1.0%
CCOC(=O)C1CCCCN1Cc1ccc(F)c(Br)c1 (centres undefined)
 : -0.4, 7.1%
COc1ccc(N=c2oc3c(OC)cccc3cc2C(=O)NCc2ccco2)cc1OC
 : -7.5, ·
CCCN(CCC)S(=O)(=O)c1ccc(C(=O)NCc2n[nH]c(=S)n2-c2ccc(Cl)c(Cl)c2)cc1
 : 0.2, -1.4%
O=C(N/N=C/c1nn(-c2ccccc2)cc1-c1ccc(Cl)cc1)c1ccncc1
 : -11.8, -4.7%
COc1ccc(C(=O)NCC2OCCc3ccccc32)c(O)c1 (centres undefined)
 : ·, -5.6%
O=C(O)CCC(=O)NC1CCCCCCC1
 : 11.6, -4.8%
COc1cc(C)c(S(=O)(=O)N2CCOCC2)cc1C
 : ·, -1.4%
Cc1cc(C)n2c(SCCO)nnc2n1
 : 5.2, 3.0%

Screens (PubChem)

Some of the compounds tested; rates above refer to the full screens.
